High-throughput results from PubChem.
CHT block = human CHT choline transport inhibition. Q9GZV3. CHT-expressing cells, membrane potential dye, choline response; stronger effect = lower value. B-score at 10 µM. actives 0.86% (n = 310,000). AID 488975;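 active means B-score over 3 SD under the library average, and starting fluorescence ratio not unusually high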;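 further: choline stimulus applied at its EC90 after an EC20 pre-addition; B-score computed on integrated fluorescence ratio after choline addition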
Target sequence (Q9GZV3 whole entry, looked up): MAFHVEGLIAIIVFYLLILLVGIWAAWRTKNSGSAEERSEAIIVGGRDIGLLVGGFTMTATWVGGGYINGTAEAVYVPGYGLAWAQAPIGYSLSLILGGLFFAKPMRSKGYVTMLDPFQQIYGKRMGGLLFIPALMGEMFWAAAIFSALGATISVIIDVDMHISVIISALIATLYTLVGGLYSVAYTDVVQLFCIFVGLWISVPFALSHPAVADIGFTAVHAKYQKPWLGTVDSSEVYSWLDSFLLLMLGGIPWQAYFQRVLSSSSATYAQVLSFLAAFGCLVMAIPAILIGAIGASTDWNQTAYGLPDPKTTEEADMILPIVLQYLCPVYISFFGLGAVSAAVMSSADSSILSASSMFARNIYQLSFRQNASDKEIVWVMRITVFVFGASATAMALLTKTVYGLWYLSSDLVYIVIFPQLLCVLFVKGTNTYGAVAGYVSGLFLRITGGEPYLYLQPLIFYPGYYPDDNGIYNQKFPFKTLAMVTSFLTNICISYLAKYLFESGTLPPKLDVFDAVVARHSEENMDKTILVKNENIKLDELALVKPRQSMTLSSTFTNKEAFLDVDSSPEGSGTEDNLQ
Kir21 inh = inhibitors of mouse Kir2.1 inward-rectifier potassium channel; P35561; HEK293-Kir2.1, FluxOR thallium flux fluorescence; stronger effect = lower value; B-score at 10 µM; actives 0.85% (n = 310,000); AID 1672;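 active means fluorescence ratio B-score at or below minus 3 SD of library scores, with starting-brightness B-score within 2 SD, cut at about -4.2 in these data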;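 further: channel flux triggered by added potassium and thallium sulfate stimulus; B-score of peak minus minimum fluorescence over baseline after thallium stimulus; more negative B-score means stronger Kir2.1 block with less thallium influx; some compounds called inactive have numbers as strong as hits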
Target sequence (P35561 whole entry, looked up): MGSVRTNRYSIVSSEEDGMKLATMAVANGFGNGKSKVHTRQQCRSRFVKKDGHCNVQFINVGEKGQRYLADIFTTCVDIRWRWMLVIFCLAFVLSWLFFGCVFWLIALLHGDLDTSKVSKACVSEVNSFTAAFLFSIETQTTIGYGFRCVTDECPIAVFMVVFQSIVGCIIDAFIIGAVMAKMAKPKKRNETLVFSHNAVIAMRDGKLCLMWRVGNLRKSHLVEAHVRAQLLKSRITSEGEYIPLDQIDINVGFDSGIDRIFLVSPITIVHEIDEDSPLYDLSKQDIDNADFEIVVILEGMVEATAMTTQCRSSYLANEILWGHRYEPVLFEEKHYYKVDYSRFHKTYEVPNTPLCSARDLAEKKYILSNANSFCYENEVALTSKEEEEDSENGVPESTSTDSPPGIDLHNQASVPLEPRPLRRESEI
The depositor's hits bear a star; i = inactive; x = no result given.

SMILES	CHT block	Kir21 inh
O=C1CC(c2ccc(F)cc2)CC2=C1C(c1ccc([N+](=O)[O-])o1)Nc1ccccc1N2 (stereo not given)	i	-1.1
CCN(CC)CCC(=O)Nc1ccc2c(c1)N(C(=O)CN(CC)CC)c1ccccc1CC2	i	0.1
O=C(NNc1cc(Cl)ccc1Cl)c1c(F)cccc1Cl	i	0
Cc1nn(C2CCS(=O)(=O)C2)c(Cl)c1/C=C/C(=O)OCC(=O)Nc1ccccc1OC(F)F (stereo not given)	i	-1.4
COCc1cc(C)nc(OCC(=O)N/N=C/c2cccc(OC)c2)c1C#N	i	1.2
Cc1noc(C)c1C(=O)OCC(=O)C12CC3CC(CC(C3)C1)C2	i	-0.89
Cc1ccc2c(c1)-c1cc(C)nn1C(c1ccc3c(c1)OCO3)N2 (stereo not given)	i	-0.43
CC1=CC(C)(C)N(C(=O)CN2C(=O)c3ccccc3C2=O)c2ccccc21	i	-2.2
CCn1c(-c2cc(-c3ccccc3OC)nc3ccccc23)n[nH]c1=S	i	-2
COc1cccc(CC2CC(=O)N(c3ccc4c(C)cc(=O)oc4c3)C2=O)c1 (stereo not given)	i	0.11
CC(Sc1nncn1C)C(=O)NCc1ccc2c(c1)OCO2 (stereo not given)	i	-1.3
CN1CC=C2C(C#N)=C(N)C(C#N)(C#N)[C@H](c3cccs3)[C@H]2C1	i	-1.1
CC(=O)Nc1ccc(S(=O)(=O)N2CCN(CCC#N)CC2)cc1	i	-0.81
CCn1c(=O)n(CC)c2cc(N3CCCC3)c(NC(=O)c3ccccc3OC)cc21	i	1.6
CCOC(=O)C1CCCN(C/C(O)=C(\C#N)c2nc(-c3ccccc3)cs2)C1 (stereo not given)	i	0.44

One compound at a time, as listed above:
`COCc1cc(C)nc(OCC(=O)N/N=C/c2cccc(OC)c2)c1C#N` reads CHT block = i; Kir21 inh = 1.2
`Cc1noc(C)c1C(=O)OCC(=O)C12CC3CC(CC(C3)C1)C2` reads CHT block = i; Kir21 inh = -0.89

Single values from above.
Under Kir21 inh, CC(=O)Nc1ccc(S(=O)(=O)N2CCN(CCC#N)CC2)cc1 shows -0.81
Under Kir21 inh, CCN(CC)CCC(=O)Nc1ccc2c(c1)N(C(=O)CN(CC)CC)c1ccccc1CC2 shows 0.1
Under Kir21 inh, O=C(NNc1cc(Cl)ccc1Cl)c1c(F)cccc1Cl shows 0
Under Kir21 inh, CCOC(=O)C1CCCN(C/C(O)=C(\C#N)c2nc(-c3ccccc3)cs2)C1 (stereo not given) shows 0.44

Grouped by structure, the entries above with fluorine
SMILES	CHT block	Kir21 inh
O=C1CC(c2ccc(F)cc2)CC2=C1C(c1ccc([N+](=O)[O-])o1)Nc1ccccc1N2 (stereo not given)	i	-1.1
O=C(NNc1cc(Cl)ccc1Cl)c1c(F)cccc1Cl	i	0
Cc1nn(C2CCS(=O)(=O)C2)c(Cl)c1/C=C/C(=O)OCC(=O)Nc1ccccc1OC(F)F (stereo not given)	i	-1.4

Next compounds
SMILES	CHT block	Kir21 inh
CCCC[C@@H]1CNC(=S)N1CCCC	i	-1.2
O=C(COC(=O)c1ccccc1[N+](=O)[O-])c1ccc(C2CCCCC2)cc1	i	0.31
Cc1ccc(C(=O)O/N=C2/CC3CCC2(C)[C@@]3(C)CBr)cc1 (stereo not given in full)	i	0.69
CC[n+]1c(/C=C2\C=C(C)CC(C)C2)sc2ccccc21 (stereo not given)	i	-0.1
CCOC(=O)C1CCN(C(=O)Cn2c(=O)oc3cc(S(=O)(=O)N4CCCC4)ccc32)CC1	i	1.1
Cc1ccc(NC(=O)CSc2nc(C)c(Cc3ccccc3)c(=O)[nH]2)cc1	i	-1.5
CC1CCCCN1C(=O)COc1ccc(F)cc1 (stereo not given)	i	1.1
CC1CN(C(=S)Nc2ccc(SC(F)F)cc2)CC(C)O1 (stereo not given)	i	-1.6
Cc1cccc(N2C(S)=C(C#N)C(=O)NC23CCCCC3)c1	i	-0.88
CC(C)CCNC(=O)c1ccc(Cl)c(NC(=O)c2ccccc2F)c1	i	-0.03
Cc1ccc(C(=O)c2c(NC(=O)c3ccccc3C)sc(C)c2C)cc1	i	-0.29
Nc1nc(=S)c2ncn(C3CCCC3)c2[nH]1	i	-4.4
COc1cc(C2Nc3ccccc3C(=O)N2NS(C)(=O)=O)ccc1O (stereo not given)	i	-1.1
CCCN(CCC)Cc1c(C(=O)N/N=C/c2cccs2)nnn1-c1nonc1N	i	-0.8
O=C(CN(C(=O)c1ccccc1Cl)N1C(=O)CCCC1=O)c1ccc(Cl)cc1	i	0.53
COc1ccc(-c2nnc(SCC(=O)NC(=O)NCc3ccco3)o2)cc1	i	1.4
COC(=O)c1ccc(C2/C(=C(/O)c3ccc(OC)cc3)C(=O)C(=O)N2CC2CCCO2)cc1 (stereo not given)	i	2.3
COCCn1c(SCC(=O)Nc2sc(C)c(C)c2C#N)nnc1-c1ccc(OC)cc1	i	-2.4
CSc1ccccc1NC(=O)CSc1n[nH]c(N)n1	i	0.05
C/C(N)=C(/C#N)C(=O)COC(=O)c1ccc(O)cc1	i	-0.11
O=C(Cn1c2c(c(-c3ccccc3Cl)cc1=O)CCC2)NCCCN1CCOCC1	i	0.22
NC(=O)c1cnn(-c2cccc(Cl)c2)c1N	i	1.1
CC1c2c([nH]c3ccccc23)CCC1C(=O)O (stereo not given)	i	0.1
COc1cccc(NC(=O)COC(=O)CCOc2ccccc2OC)c1	i	0.09
OCCNCCSc1ccc(Cl)cc1	i	0.11
COC(=O)c1ccc(NC(=S)NCC2CC2)cc1	i	-0.25
CS(=O)(=O)c1ccc(C2=C(c3ccccc3)C(=O)OC2)cc1	i	0.08
COc1ccc(C2(CNS(=O)(=O)c3ccccc3)CCOCC2)cc1	i	-1.5
O=C(COC(=O)[C@H](Cc1c[nH]c2ccccc12)NC(=O)c1cccs1)NCc1ccccc1	i	0
CCCCN(CC)CCNC(=O)c1cc2c(=O)[nH]c3ccccc3c2n1C	i	-0.17
CCOC(=O)[C@@H]1[C@H]2COc3ccc(Br)cc3[C@@H]2N2C(=O)N(c3cccc(Cl)c3)C(=O)[C@]12C	i	0.02
COC(=O)C1(C)NC(c2ccc(F)cc2)C2C(=O)N(c3ccc(C)cc3)C(=O)C21 (stereo not given)	i	0.71
Cc1cccc(-c2noc(CCC(=O)Nc3ccccc3)n2)c1	i	0.03
CCOC(=O)c1cc(C)sc1NC(=O)CN1CCN(C(=O)c2ccco2)CC1	i	-0.17
CN(C(=O)c1cc(-n2cnnc2)ccc1Cl)c1ccccc1	i	0.91
O=S1(=O)CCN(Cc2cccc(C(F)(F)F)c2)CC1	i	-0.62
COc1ccc(C(=O)CSc2cc(C)nc3nc(C)nn23)cc1OC	i	0.65
Nc1nc(CSCc2ccccc2)nc(N2CCOCC2)n1	i	-0.83
CC(=O)c1ccc(NC(=O)CCNC(=O)c2ccc(Cl)cc2)cc1	i	-0.12
CN1CCN(C(=O)C2C3C=CC(C3)C2C(=O)O)CC1 (stereo not given)	i	0.52
Cc1ccc(NCc2nnc(SCC(=O)NCCc3ccccc3)n2C)cc1	x	-0.2
CN(Cc1cccc(C(F)(F)F)c1)C(=O)C1CCC(=O)N(CC2CCCCC2)C1 (stereo not given)	i	-1.1
COc1cc(/C=N/NC(=O)c2cc(-c3cccn3C)n[nH]2)cc(OC)c1OC	i	-2.1
CCOC(=O)c1sc(NC(=O)CCCn2nc([N+](=O)[O-])c(Cl)c2C)c(C(=O)OCC)c1C	i	-1.8
CCn1nc(C)c(NS(=O)(=O)c2ccc(C)cc2)c1C	i	2.2
COc1ccc2[nH]cc(S(=O)(=O)c3ccc(C(C)C)cc3)c(=O)c2c1	i	0.74
CC1CCc2c(sc(Nc3nc4c(F)cccc4s3)c2C(N)=O)C1 (stereo not given)	i	0.74
O=S(=O)(c1cccs1)N1CN(Cc2ccc(F)cc2)c2nc3ccccc3nc21	i	x
O=C(OCC(=O)N1CCN(C(=O)c2ccco2)CC1)c1cccc(S(=O)(=O)N2CCc3ccccc32)c1	i	-0.57
CC1(C)CC(NC(=O)C2CCN(S(=O)(=O)c3ccc(F)cc3)CC2)CC(C)(C)N1	i	0.21
COc1cc(NC(=O)CCN2CCN(CCO)CC2)cc(OC)c1	i	-1.5
O=[N+]([O-])c1cc(C(F)(F)F)cc([N+](=O)[O-])c1NCCCNc1ccc([N+](=O)[O-])c2cccnc12	i	-2.4
CCc1ccc(NS(=O)(=O)c2cc3[nH]c(=O)c(=O)[nH]c3cc2C)cc1	i	2.1
O=C(Cn1c(=O)c2sccc2n(Cc2cccc([N+](=O)[O-])c2)c1=O)NCCc1ccccc1	i	-1.5
NS(=O)(=O)c1ccc(NC(=O)COC(=O)C2CC(=O)N(Cc3ccccc3)C2)cc1 (stereo not given)	i	0.67
CCOc1ccc2c(c1)nc(NCCCO)n2Cc1ccccc1	i	1.7
COc1ccc(C(=O)NCCSc2ccccn2)cc1	i	0.69
O=c1c2ccccc2nc(CSc2nnnn2-c2ccccc2)n1-c1ccccc1Cl	i	1.2
C/C(=N\NC(=O)CCn1nnc2ccccc21)c1cccs1	i	2.1
Cc1ccc(/C=C/C(=O)N(Cc2cccs2)C2CCS(=O)(=O)C2)cc1 (stereo not given)	i	-0.08

Next entries
SMILES	CHT block	Kir21 inh
COc1ccc(NC(=O)COc2nsnc2N2CCCCC2)cc1	i	-0.1
O=C1/C(=C\c2ccco2)SC(=S)N1C1CCCCC1	i	1.3
CCOC(=O)c1c(-c2ccc(OC)cc2)oc2ccc(O)cc12	i	0.35
Cc1ccc(SCc2[nH]nc3c2C2(C(=O)N(C)c4ccccc42)C(C#N)=C(N)O3)cc1 (stereo not given)	i	-0.74
O=C(Cn1cnc2c(cnn2-c2ccccc2)c1=O)NC1CCCC1	i	-0.54
NS(=O)(=O)c1ccc(CCNC(=O)C2CCN(S(=O)(=O)c3ccc(Br)s3)CC2)cc1	i	0.73
Cc1cc(C)nc(Nc2nc3ccccc3[nH]2)n1	i	1.8
C=CCSc1nc2c(c(=O)[nH]c(=O)n2C)n1CC	i	-0.14
CC1Cc2ccccc2N1C(=O)c1cc2sccc2n1Cc1ccc(F)cc1 (stereo not given)	i	0.68
Nc1c(C(=O)NCc2ccc3c(c2)OCO3)nnn1-c1ccc(OC(F)(F)F)cc1	i	-0.63
COc1cccc(Nc2c(F)c(F)c(F)c(F)c2C(=O)O)c1	i	0.98
Cc1occc1C(=O)NC(C)C(C)(C)C (stereo not given)	i	0.53
O=C(COc1ccc(Br)cc1)NCCNC(=O)c1cccnc1	i	0.09
O=C(O)C1C2C=CC(C3CC23)C1C(=O)NCCc1ccccc1 (stereo not given)	i	-0.33
Cc1c(C(=O)c2ccc(Cl)cc2Cl)cnc2cc3c(cc12)OCO3	i	1.6
N#Cc1cnn2c(-c3ccc(Cl)cc3Cl)ccnc12	i	-0.83
CN(CC(=O)Nc1cccc(F)c1)C(=O)c1cc([N+](=O)[O-])ccc1N1CCOCC1	i	0.36
COc1cccc(-c2c[nH]c(=O)[nH]c2=O)c1	i	-0.38
CCn1cc(CN2CCC(n3nccc3NC(=O)C3CCCC3)CC2)c(C)n1	i	0.49
O=C(OCc1nnc(-c2ccccc2)o1)c1ccc(Br)o1	i	0.29
CN(CCC#N)C(=O)COC(=O)c1ccccc1C(=O)c1ccc(Cl)c([N+](=O)[O-])c1	-4.9*	-1.2
NS(=O)(=O)c1cccc(NC(=O)COC(=O)CCc2ccccc2)c1	i	-0.11
Fc1ccc(-c2cn3cc(C(F)(F)F)cc(Cl)c3n2)cc1	i	0.77
COc1ccc(C(=O)Nc2ccc(Cl)cc2C(=O)NCCN2CCOCC2)cc1	i	-0.2
COc1cc(OC)cc(C(=O)NCCc2cnc[nH]2)c1	i	-0.02
CC(C)(O)C#CC#CCN1CCOCC1	i	-0.33
Cc1ccc(O)c(CNc2cnc3ccccc3c2)c1	i	-0.04
Fc1ccc(CSc2ccc3nnc(-c4ccccn4)n3n2)cc1	i	0.21
S=C(NCCC1=CCCCC1)Nc1ccc(Cl)cc1	i	-0.68
COc1ccc2c(c1)C(=O)N(CCc1ccc(S(=O)(=O)NC(=O)NC3CCCCC3)cc1)C(=O)C2(C)C	i	-2.5

Entries listed above marked active in CHT block.
SMILES	CHT block	Kir21 inh
CN(CCC#N)C(=O)COC(=O)c1ccccc1C(=O)c1ccc(Cl)c([N+](=O)[O-])c1	-4.9*	-1.2

Next entries.
SMILES	CHT block	Kir21 inh
O=C(N/N=C/c1coc2ccccc2c1=O)c1cn(-c2ccccc2)nc1-c1ccc(F)cc1	i	0.41
COc1cccc(C2=NN(C(=O)c3ccco3)C(O)(C(F)(F)F)C2)c1 (stereo not given)	i	0.61
COc1ccc(OC)c(NC(=O)CNC(=O)Cn2c(C)cc3ccccc3c2=O)c1	i	0.05
COc1ccccc1N1CCN(C2CC(=O)N(c3cccc(Cl)c3)C2=O)CC1 (stereo not given)	i	0.02
O=C(Nc1nncs1)c1cccc(S(=O)(=O)N2CCOCC2)c1	i	-0.08
CCc1c(C)sc(NC(=O)Cc2ccccc2C)c1C(=O)N1CCOCC1	i	1.5
COc1cc(/C=C/C(=O)OCC(=O)N2CCN(S(=O)(=O)c3ccc(C)cc3C)CC2)ccc1O	i	-0.35
COc1ccc(CCN2CC(C(=O)NCCc3ccccc3C)CCC2=O)cc1 (stereo not given)	i	-0.13
CS(=O)(=O)c1ccc(C(=O)OCC(=O)NC23CC4CC(CC(C4)C2)C3)cc1[N+](=O)[O-]	i	0.79
CC(C)COc1ccc(-c2nn(-c3ccccc3)cc2C(=O)Nc2nccs2)cc1	i	-0.85
CCOC(=O)c1ccccc1NC(=O)CSc1ccc(-c2cccnc2)nn1	i	-1
CC(C)(C)NC(=O)C(=O)NNC(=O)c1ccco1	i	2.3
COc1cccc(C(=O)NCC(=O)N/N=C/c2cccnc2)c1	i	1
O=C(Cn1cc([N+](=O)[O-])ccc1=O)NCc1ccc(Cl)cc1Cl	i	0.44
COc1cc(SC)ccc1C(=O)Nc1nc(C)cc(C)n1	i	0.24

This is a random part of the collection (roughly 1.6% active in at least one column).
